# 14-3-3 Bad PPI: inhibitors of 14-3-3 zeta/Bad binding, primary screen, biochemical, TR-FRET, bovine 14-3-3 zeta; hit rate 0.71% among 220,000; 14-3-3 protein zeta/delta (Bos taurus), P63103; TR-FRET 14-3-3zeta/Dy647-pBad peptide displacement, 1 h; inhibition, % at 21.7 µM; AID 781, 2007;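 active = inhibition above about 70%, limit read from the data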;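 also: 0% = full 14-3-3 plus peptide FRET controls and 100% = background without 14-3-3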
# Target sequence (P63103 whole entry, looked up): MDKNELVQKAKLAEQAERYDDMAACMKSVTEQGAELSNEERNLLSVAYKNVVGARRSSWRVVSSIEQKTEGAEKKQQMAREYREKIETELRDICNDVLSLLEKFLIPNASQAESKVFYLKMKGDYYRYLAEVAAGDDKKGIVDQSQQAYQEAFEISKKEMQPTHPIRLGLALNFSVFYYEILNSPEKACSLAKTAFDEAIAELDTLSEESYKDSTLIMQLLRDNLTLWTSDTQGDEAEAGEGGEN
# NPY-Y1 PAM-ag: NPY-Y1 receptor potentiators or agonists, primary screen, cell-based | Neuropeptide Y receptor type 1 (Homo sapiens), P25929 | NPY-Y1 expressing cells, potentiator/agonist activation | activation, % at 3.6 µM | hit rate 0.37% among 220,000 | AID 1304, 2008; in the data active = activation above about 33%, passing the limit was not always enough;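 also: cells stimulated with NPY at EC10 then isoproterenol at EC100; 0% = low agonist plus stimulus and 100% = saturating agonist plus stimulus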
# Target sequence (P25929 whole entry, looked up): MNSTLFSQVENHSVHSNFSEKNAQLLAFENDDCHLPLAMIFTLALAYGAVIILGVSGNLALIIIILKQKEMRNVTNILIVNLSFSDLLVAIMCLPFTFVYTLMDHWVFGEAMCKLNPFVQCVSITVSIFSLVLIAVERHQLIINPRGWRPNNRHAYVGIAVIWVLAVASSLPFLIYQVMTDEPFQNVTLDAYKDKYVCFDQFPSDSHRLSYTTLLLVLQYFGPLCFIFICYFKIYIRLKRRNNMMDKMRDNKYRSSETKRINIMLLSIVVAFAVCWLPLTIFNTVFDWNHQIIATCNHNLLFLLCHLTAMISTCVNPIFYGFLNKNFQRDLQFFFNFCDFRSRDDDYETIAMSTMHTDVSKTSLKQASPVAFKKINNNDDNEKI
# CHOP inhibitor: inhibitors of CHOP promoter induction, primary screen, cell-based, unfolded protein response, luciferase reporter. CHO-K1 CHOP-promoter luciferase, tunicamycin-induced, 15-18 h. inhibition, % at 10 µM. hit rate 3.8% among 220,000. AID 2732, 2010;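 active = compounds that reduced the stress-induced luciferase reporter signal by more than about 70% of percent inhibition, limit read from the data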;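 also: 0% = tunicamycin plus vehicle and 100% = wells without tunicamycin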
# EP2 mod: EP2 receptor modulators, cAMP readout, primary screen, cell-based, HTRF cAMP, PGE2 stimulation; Prostaglandin E2 receptor EP2 subtype (Homo sapiens), P43116; EP2-expressing cells, cAMP HTRF FRET, PGE2 co-stimulation; induction, % at 25 µM; hit rate 0.83% among 260,000; AID 940, 2007;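 active = compounds whose cAMP rise, as percent of the full-agonist control response, exceeds 60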;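 also: rat C6 glioma line stably carrying human EP2 under a CMV promoter; the protocol text gives 20 µM as final concentration; 100% = response of wells given 1 µM PGE2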
# Target sequence (P43116 whole entry, looked up): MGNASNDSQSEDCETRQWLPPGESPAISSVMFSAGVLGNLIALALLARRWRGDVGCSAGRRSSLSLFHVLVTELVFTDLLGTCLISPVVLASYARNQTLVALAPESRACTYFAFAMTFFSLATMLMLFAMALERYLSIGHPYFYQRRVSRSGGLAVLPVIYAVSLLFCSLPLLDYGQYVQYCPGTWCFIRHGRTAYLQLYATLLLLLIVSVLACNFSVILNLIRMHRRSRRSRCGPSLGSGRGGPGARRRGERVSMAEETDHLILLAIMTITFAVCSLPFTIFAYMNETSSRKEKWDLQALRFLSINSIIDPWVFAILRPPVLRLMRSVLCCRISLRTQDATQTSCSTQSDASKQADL
# PGE2 EP2 inh: human EP2 receptor antagonists, primary screen, TR-FRET cAMP, C6 glioma cells; Prostaglandin E2 receptor EP2 subtype (Homo sapiens), P43116; C6 glioma cells expressing human EP2; cells stimulated with saturating PGE2; inhibition, % at 25 µM; hit rate 0.52% among 260,000;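 active = percent inhibition above 40 after rounding to a whole number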;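 also: rat C6 glioma host cells with rolipram phosphodiesterase inhibitor present; the protocol text gives 20 µM as final concentration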
# NPY Y1 blocker: NPY-Y1 receptor antagonists, primary screen, cell-based; inhibition, % at 3.6 µM; HEK293-CNG Y1 cells, membrane potential fluorescence; NPY at EC95, then isoproterenol; AID 1040, 2008; hit rate 1% among 200,000;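 active = inhibition above the campaign mean inhibition of all tested compounds plus 3 SD, cut at about 20% in these data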;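 also: 0% = DMSO wells given NPY plus isoproterenol and 100% = isoproterenol alone without NPY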
#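 Test system – HEK293 Y1/CNG channel cell line · Also added – NPY agonist 25 nM, then isoproterenol 1 µM plus Ro 20-1724 25 µM · Compound dosing – one concentration, 3.6 µM, in 0.4% DMSO · Schedule – compound incubation 1 h at room temperature, readout 45 min post-stimulation · Technique – fluorescence, membrane potential probe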
# PPC-1+TRAIL kill: compounds killing PPC-1 cancer cells with TRAIL present, primary screen, TRAIL potentiator project, ATPLite luminescence, uHTS. AID 1443, 2008. cell killing (% activity), % at 4 µM. hit rate 0.41% among 220,000. PPC-1 cells + TRAIL, ATPLite viability luminescence;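 active = cell killing above 50% in the first pass at 4 µM, then a duplicate retest at 5 µM averaging 50% or more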;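 also: plate controls were cells with TRAIL plus DMSO for no effect and medium-only wells lacking cells for full effect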
# TRPML3 agonist: human TRPML3 channel agonists, primary screen, cell-based, HEK293 TRPML3-YFP, Fluo-8 calcium fluorescence, 3 µM. activation, % at 3 µM. hit rate 0.29% among 220,000. 100% = the carbachol control signal. Mucolipin-3 (Homo sapiens), Q8TDD5;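 active = activation above its plate's cutoff, the mean activation of the plate's test wells plus 3 SD, cut at about 12% in these data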;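 also: 0% = DMSO only wells and 100% = carbachol wells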
#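 system = HEK293 cells stably carrying human TRPML3-YFP | doses = one concentration, 3 µM nominal, 0.3% DMSO | timing = dye loading 1 h 37 °C then 30 min ambient, 125 s read | detection = Fluo-8 calcium dye fluorescence, ex 470-495, em 515-575 nm | benchmarks = high control carbachol 87 µM, low control DMSO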
# zfTRPN1 agonist: zebrafish TRPN1 channel agonists, primary screen, cell-based, HEK293, calcium fluorescence | transient receptor potential cation channel N1 (TRPN1/NompC), Danio rerio | HEK293 zebrafish TRPN1-YFP, Fluo-8 calcium fluorescence; 100% = response to 87 µM carbachol | activation, % at 3 µM | hit rate 0.18% among 220,000 | AID 1424, 2008;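 active = activation above its plate's cutoff, the mean activation of test wells on that plate plus 3 SD, cut at about 19% in these data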;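 also: 0% = DMSO alone and 100% = 87 µM carbachol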
#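 Assay system: Zebrafish TRPN1-YFP in HEK293 cells | Incubation: Dye loading 1 h at 37 °C, then 30 min room temperature | Measured by: Kinetic Fluo-8 fluorescence, ex 470-495, em 515-575 nm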
# * marks the source's active call; other numbers are inactive results; x = no result given; & = joins results of further samples; [ ] = remark or other dose.
SMILES,14-3-3 Bad PPI,NPY-Y1 PAM-ag,CHOP inhibitor,EP2 mod,PGE2 EP2 inh,NPY Y1 blocker,PPC-1+TRAIL kill,TRPML3 agonist,zfTRPN1 agonist
CN(C)C(CNC(=O)c1cccc(OC(F)F)c1)c1ccco1 (configuration not stated),-5.7,22.0,10.3,-7.2,6.8,-3.1,19.7,-0.3,-0.5
CCCc1cc(=O)oc2c(C)c(OS(C)(=O)=O)ccc12,x,4.0,x,x,9.3,5.5,x,1.7,-0.6
Cc1ccc(CCNC(=O)C2CCN(S(=O)(=O)N3CCC4(CC3)OCCO4)CC2)cc1,-14.3,-7.6,11.3,-22.9,5.8,4.7,5.8,1.1,0.6
Cc1ccc(NC(=O)Cn2cccc2C2=NC(c3ccccc3)CO2)cc1C (configuration not stated),-2.9[fluorescence artefact?],-25.4,22.9,54.2,9.7,9.7,30.5,-0.2,-1.9
COc1ccc(S(=O)(=O)N(C(C)=O)c2ccc(OC(C)=O)c3ccccc23)cc1[N+](=O)[O-],2.8,0.6,18.9,16.6,8.5,3.0,8.9,0.5,0.3
CCOc1ccc(CN(C)C(C)C(=O)Nc2ccc([N+](=O)[O-])cc2Cl)cc1OC (configuration not stated),0.6,-4.3,19.3,9.6,3.8,2.7,9.0,0.1,0.6
Cc1ccc(NS(=O)(=O)c2cc(C(=O)N3CCN(C)CC3)ccc2C)cc1,-7.7[fluorescence artefact?],-2.0,7.0,7.9,1.1,3.6,-1.2,-0.1,-0.1
CCOc1c(N2CCCCC2)c(=O)c1=O,-15.0[fluorescence artefact?],4.3,-1.6,20.3,7.6,-1.7,4.3,1.1,-0.7
Nc1nnc(SCC(=O)N2CCN(Cc3ccccc3)CC2)s1,36.2[fluorescence artefact?],0.7,23.1,2.8,5.5,0.1,-10.1,0.1,2.9
Cc1ccc(NC(=S)NNC(=O)Nc2ccccc2)cc1,-20.7,18.3,-30.8,-14.2,8.6,-0.1,12.2,-0.1,-0.1
CCOC(=O)CN1C(=O)CSc2ccccc21,10.6,10.7,-14.3,12.5,6.5,2.0,2.2,0.4,1.0
O=C1C(Cc2c[nH]c3ccccc23)NC(=S)N1Cc1ccccc1 (configuration not stated),-9.0,21.5,19.8,-30.2,4.3,-6.2,13.8,0.6,0.1
CCn1cnc2cc(NC(=O)c3cccs3)ccc21,-0.6,-3.1,-14.8,9.8,10.0,4.8,17.3,-0.2,0.0
COc1ccc(-n2nc([N+](=O)[O-])c(=NCCc3ccc(OC)c(OC)c3)n2O)cc1,7.5,7.3,6.8,-19.2,10.6,-0.1,4.3,2.2,3.4
O=C(NCc1cccnc1)/C(=C\c1ccc(-c2cccc(Cl)c2)o1)S(=O)(=O)c1ccccc1,0.6,-42.9,43.1,-8.4,-0.1,16.6,15.4,0.0,1.2
COc1ccc(N2CCN(C(=O)CNC(=O)c3ccc(C(C)(C)C)cc3)CC2)cc1,-9.7[fluorescence artefact?],-1.9,59.7,8.2,11.7,2.9,36.8,2.2,4.4
S=c1[nH]nc(-c2cccc(Br)c2)o1,-0.8,-32.2,1.4,28.3,53.3*,24.3*,19.1,-0.1,-0.5
CCOC(=O)c1ccc(NCCOC)c([N+](=O)[O-])c1,1.2,5.3,-15.4,-2.9,4.7,3.5,-5.4,-0.8,0.0
CCOc1ccccc1N1CCN(C(=O)c2ccccc2)CC1,-9.4,-14.2,-7.3,-6.6,9.1,-0.7,25.3,-0.5,1.0
Cc1cc([N+](=O)[O-])c(N2CCC[C@@H]2C(=O)O)c([N+](=O)[O-])c1,x,3.9,19.0,-10.2,10.9,3.0,14.8,-0.5,-0.7
CC1(C(=O)N2CC3(CC(c4cccc([N+](=O)[O-])c4)=NO3)C[C@H]2C(=O)NCC(N)=O)CC1 (some centres not stated),8.1,11.1,-0.3,12.6,9.7,-1.2,-5.3,0.0,1.1
CC(C(=O)c1ccccc1)[n+]1cccc(C(N)=O)c1 (configuration not stated),-4.0,-18.6,19.3,-13.6,10.0,x,-1.5,1.3,-0.7
CCOC(=O)c1ccc(NC(=O)COc2ccc(S(=O)(=O)N3CCCC3)cc2)cc1,2.0,-5.8,28.2,-33.7&-7.3,5.9&14.4,0.5,-25.9,-0.5,-1.1
COc1ccc(CCNC(=O)CCCOc2cc(=O)n(C)c3ccccc23)cc1OC,-11.7,1.4,18.8,-2.5,11.7,2.9,9.2,0.3,0.4

# Structures listed so far that bear a hit mark in NPY Y1 blocker.
Compound	14-3-3 Bad PPI	NPY-Y1 PAM-ag	CHOP inhibitor	EP2 mod	NPY Y1 blocker	TRPML3 agonist
S=c1[nH]nc(-c2cccc(Br)c2)o1	-0.8	-32.2	1.4	28.3	24.3*	-0.1

# Next section:
SMILES,14-3-3 Bad PPI,NPY-Y1 PAM-ag,CHOP inhibitor,EP2 mod,PGE2 EP2 inh,NPY Y1 blocker,PPC-1+TRAIL kill,TRPML3 agonist,zfTRPN1 agonist
CCCn1cc(SCC(=O)Nc2ccc3c(c2)OCO3)c2ccccc21,0.5,-8.5,55.3,12.1,7.0,2.2,22.4,-0.8,-2.4
CCN(CC)S(=O)(=O)c1ccc2c(c1)c(=O)c(C(=O)NCc1ccc3c(c1)OCO3)cn2C,19.8,-11.0,47.9,-28.9,5.8,-0.7,-2.5,0.4,-1.0
CCn1c(SCC(=O)Nc2nc(C)cs2)nnc1C(NC(=O)c1ccccc1Cl)C(C)C (configuration not stated),-2.4,2.0,20.5,17.8,18.1,10.6,-9.9,0.6,-0.4
Cc1cccc(-n2nnnc2SCc2csc(-c3ccccc3)n2)c1,-3.1[fluorescence artefact?],-5.3,33.5,-22.9,12.2,9.5,8.3,0.3,-1.0
CC(=O)NC1(C(F)(F)F)C(=O)Nc2c1c(=O)[nH]c(=O)n2Cc1ccco1 (configuration not stated),28.6,14.6,1.0,22.9,14.3,2.2,18.9,0.7,0.0
O=C(CSc1nnc(-c2cnccn2)n1Cc1ccco1)c1ccc2ccccc2c1,-6.8,-44.3,54.1,0.6,x,16.5,-4.1,-0.6,-0.9
COc1ccc(N2CCN(C(=O)Nc3cccc(C(F)(F)F)c3)CC2)cc1,-8.9,-8.8,22.6,-9.8,20.3,-5.6,-3.9,1.1,-0.8
Nc1sc(-c2ccccc2)n[n+]1Cc1cccc2cccnc12,7.8,-34.6,37.8,-10.3,5.0,x,-22.7,0.1,1.4
CCOC(=O)c1ccc(CNC(=O)Cn2nnc(-c3ccccc3F)n2)o1,-1.9,-22.8,-2.8,18.1,5.1,0.2,12.8,-0.3,0.1
CSCC[C@@H](Nc1nc(-c2ccccc2)nc2c1oc1ccccc12)C(=O)O,1.6,-6.2,27.1,5.3,-2.4,3.0,5.0,0.2,-0.1
OC(COc1ccc(Br)cc1)CN1CCOCC1 (configuration not stated),2.4,-12.6,13.5,6.6,17.0,4.2,3.2,1.5,2.1
O=S(=O)(Nc1cccnc1)c1ccccc1,-0.3,11.4,7.6,15.2,6.4,3.2,18.2,0.7,1.0
CCn1c(SCC(=O)Nc2cccnc2Cl)nnc1-c1ccccc1,-6.6,3.4,36.8,21.7,6.6,-0.6,5.0,-0.1,-0.2
S=c1[nH]nc(-c2cc(-c3ccco3)[nH]n2)n1-c1cccc2ccccc12,-5.1,-7.4,2.2,-3.7,11.1,4.9,-0.3,1.1,-1.8
CCOC(=O)C1CCN(c2ncnc3c2nnn3Cc2ccccc2Cl)CC1,-8.0,-4.0,43.1,31.2,6.9,3.3,5.5,-0.1,-1.7
CSc1ccc(/C=N/NC(=O)c2ccc(C)c(C)c2)cc1,12.7[fluorescence artefact?],-36.9,-18.0,-42.5,12.7,7.7,3.6,0.0,-1.6
O=C(COC(=O)C1(c2ccccc2F)CCCC1)N1CCc2ccccc21,14.8[fluorescence artefact?],0.3,31.4,-2.7,5.5,-2.4,11.3,0.3,-0.3
CCOC(=O)CSc1nnc(CNc2ccccc2Cl)n1-c1ccccc1,-0.1,-7.8,2.6,-2.1,2.3,-0.1,-7.7,-0.2,1.3
Cc1c(Cl)cccc1Nc1ccccc1C(=O)O,-8.4,-29.3,19.6,-17.8&-4.2,10.9&12.8,7.2,-8.3,-0.9,-2.8
CCOC(=O)C1/C(=N\O)CC(C)(O)C(C(=O)OCC)C1c1ccc(N(C)C)cc1 (configuration not stated),61.9[fluorescence artefact?],-3.5,23.7,42.7,9.8,0.3,-5.2,0.5,1.1
CN1CCN(/N=C/c2ccc(-c3ccccc3)cc2)CC1,-8.3,-8.8,-47.8,-80.0,7.1,4.8,21.4,0.6,0.5
CCOC(=O)c1ccc[n+](CC(=O)c2ccccc2)c1,0.1[fluorescence artefact?],-29.7,0.6,6.5,10.8,2.1,7.7,0.1,-0.9
COc1cccc(CNC(=O)c2ccc3nc[nH]c3c2)c1,20.5,15.6,-19.8,-4.1,12.9,-0.5,10.0,0.7,2.0
O=C(NC1CCCCC1)C(c1ccncc1)N(Cc1ccccc1)C(=O)c1ccc(-c2ccccc2)[nH]1 (configuration not stated),9.3,-21.4,34.1,37.4,x,12.0,-2.8,0.1,-0.3
O=C(Nc1ccc(Br)cc1)N1CCCC(O)C1 (configuration not stated),-4.0,4.5,0.4,-6.6,6.8,0.7,12.3,0.9,1.0
c1cncc(CNc2nc(N3CCOCC3)nc(N3CCOCC3)n2)c1,-4.2,-43.7,9.1,-9.4,12.9,-2.3,-3.6,0.5,-0.3
COc1ccccc1NC(=O)c1cc(Cl)nc2ccccc12,-2.3,-10.6,11.8,-33.0,3.3,x,-14.2,-0.8,-1.0
Cn1nnnc1SCSc1nnnn1C,-9.1,6.9,4.8,22.7,6.5,2.9,-5.5,-0.1,1.3

# Looked up by structure from the entries so far, two records:
SMILES,14-3-3 Bad PPI,NPY-Y1 PAM-ag,CHOP inhibitor,EP2 mod,PGE2 EP2 inh,NPY Y1 blocker,PPC-1+TRAIL kill,TRPML3 agonist,zfTRPN1 agonist
O=C(Nc1ccc(Br)cc1)N1CCCC(O)C1 (configuration not stated),-4.0,4.5,0.4,-6.6,6.8,0.7,12.3,0.9,1.0
c1cncc(CNc2nc(N3CCOCC3)nc(N3CCOCC3)n2)c1,-4.2,-43.7,9.1,-9.4,12.9,-2.3,-3.6,0.5,-0.3

# Assay outcomes deposited in PubChem BioAssay by several laboratories.

# These rows are one share of the data; the hit share may differ from the screen's.
